# Apoferritin bind = qHTS Assay for Identification of Novel General Anesthetics | 350,000 tested, 0.074% active | Potency, µM (titrated, usually from 77.5 µM), for inactives: at the top dose activity change, negative = displacement, actives largely listed as inhibitors | apoferritin/1-aminoanthracene competitive binding, fluorescence | Ferritin light chain (Equus caballus), P02791; note: potency is the fitted concentration of half-maximal effect; % is set by controls: 0 for no effect and ±100 for the full control effect; nearly all actives have a fitted effect of over 20% in size
#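 Horse-spleen apoferritin (10 uM) was mixed with 50% saturated 1-aminoanthracene in PBS, exposed to compounds for 10 min at room temperature, and read for fluorescence (ex 380 nm, em 535 nm). Competitive displacement was fitted with a four-parameter Hill equation.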
# APEX1 inh = qHTS Assay for Inhibitors of the Human Apurinic/apyrimidinic Endonuclease 1 (APE1). recombinant APE1, TAMRA/BHQ-2 abasic DNA cleavage fluorescence. Potency, µM (highest dose often 65.8 µM), for the others: top-dose activity change, negative = inhibition, hits mostly inhibitors. 350,000 tested, 0.35% active;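 note: potency is the fitted concentration of half-maximal effect; plate controls were vehicle for no effect and reference inhibitor for full effect; nearly all actives have a fitted effect of over 55% in size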
# Target sequence (P27695 whole entry, looked up): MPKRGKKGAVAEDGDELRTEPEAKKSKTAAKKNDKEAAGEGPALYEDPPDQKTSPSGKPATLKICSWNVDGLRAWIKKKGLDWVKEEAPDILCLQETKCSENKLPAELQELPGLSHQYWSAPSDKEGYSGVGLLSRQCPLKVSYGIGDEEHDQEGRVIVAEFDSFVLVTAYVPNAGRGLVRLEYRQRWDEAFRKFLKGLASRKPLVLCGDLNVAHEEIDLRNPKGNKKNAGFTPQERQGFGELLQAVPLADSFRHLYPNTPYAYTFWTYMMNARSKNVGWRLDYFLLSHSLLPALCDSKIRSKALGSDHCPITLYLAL
#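 Endonuclease cleavage of a quenched abasic-site DNA duplex (50 nM) by APE1 (0.75 nM) was tracked by TAMRA dequenching. Compounds were preincubated with enzyme 15 min at room temperature; data normalized to buffer-only and DMSO wells plus NSC13755 control.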
# Pol kappa inh = qHTS for Inhibitors of Polymerase Kappa | DNA polymerase kappa (Homo sapiens), Q9UBT6 | purified Pol kappa, fluorescent DNA synthesis assay, 10 min | Potency, µM (series often up to 107 µM), for the others: at the top dose activity, negative = inhibition, hits mostly inhibitors | 400,000 tested, 0.53% active | AID 588579, 2011; note: potency is the fitted concentration of half-maximal effect; % is set by controls: 0 for no effect and ±100 for the full control effect
#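 Inhibition of 10 nM Pol kappa is measured by a fluorescent read-out at 0 and 10 min following addition of 50 nM substrate (final), with a 15-min room-temperature compound preincubation.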
# 12-LOX inh = Primary qHTS assay for inhibitors of human arachidonate 12S-lipoxygenase (ALOX12): Round 2; Polyunsaturated fatty acid lipoxygenase ALOX12 (Homo sapiens), P18054; purified 12hLO, xylenol orange hydroperoxide absorbance; Potency, µM (highest dose often 108 µM), for inactives: at the top dose activity change, negative = inhibition, usual class: inhibitors; 580,000 tested, 1.1% active; AID 1671190, 2021; note: potency is the fitted concentration of half-maximal effect; % is set by controls: 0 for no effect and ±100 for the full control effect
# Target sequence (P18054 whole entry, looked up): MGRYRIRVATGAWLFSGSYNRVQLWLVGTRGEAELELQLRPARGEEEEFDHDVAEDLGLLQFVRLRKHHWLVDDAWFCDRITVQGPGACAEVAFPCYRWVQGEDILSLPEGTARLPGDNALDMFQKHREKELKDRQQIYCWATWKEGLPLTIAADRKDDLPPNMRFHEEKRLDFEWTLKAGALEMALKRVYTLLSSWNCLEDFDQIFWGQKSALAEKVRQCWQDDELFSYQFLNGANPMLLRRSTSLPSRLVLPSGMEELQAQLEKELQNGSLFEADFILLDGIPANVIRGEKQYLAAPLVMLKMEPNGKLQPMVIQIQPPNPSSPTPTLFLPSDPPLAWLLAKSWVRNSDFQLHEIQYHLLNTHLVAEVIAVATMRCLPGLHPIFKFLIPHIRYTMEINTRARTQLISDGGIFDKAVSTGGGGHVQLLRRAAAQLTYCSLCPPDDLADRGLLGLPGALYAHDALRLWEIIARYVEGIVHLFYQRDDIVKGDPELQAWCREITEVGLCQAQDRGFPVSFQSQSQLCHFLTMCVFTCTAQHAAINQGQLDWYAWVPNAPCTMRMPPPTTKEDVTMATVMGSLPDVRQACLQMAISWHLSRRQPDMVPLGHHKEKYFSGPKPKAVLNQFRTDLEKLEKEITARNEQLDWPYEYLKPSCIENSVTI
#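 Purified human 12hLO at 150 nM in 25 mM Hepes, 0.01% Triton X-100, pH 7.0, preincubated 15 min at room temperature with compound. Reaction started with 40 uM arachidonic acid, 30 min at room temperature. Hydroperoxide measured by Fe-xylenol orange, 573/405 nm absorbance ratio.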
# ERG Ets-DNA blk = qHTS for Small Molecule Inhibitors of the ERG Ets/DNA interaction. Transcriptional regulator ERG (Homo sapiens), P11308. AID 624246, 2012. fluorescence polarization, His-ERG Ets domain / labelled DNA. Potency, µM (highest dose often 76.9 µM), without a hit: at the top dose FP activity, negative = inhibition, usual class: inhibitors. 370,000 tested, 0.028% active; active = well fitted inhibition curve with a large enough effect in the polarisation, with a control signal flat; inconclusive = small, poorly fitted or top-dose-only effect, or effect the other way, or a change in a side signal; inactive = no such curve, though single readings can be large or run the other way; the % refers to the polarisation;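 note: polarization taken with two DNA probes labelled with fluorescein and Texas red; potency is the fitted concentration of half-maximal effect; % of control where 0% means no effect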
#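 His-tagged ERG Ets domain (1 uM in the protein solution; 300mM KCl, 50mM Tris-HCl, 1mM EDTA, 1mM DTT, pH 7.5) received compound, then a probe mix of 5 nM fluorescein-DNA and 100nM Texas-615-DNA. Fluorescence polarization was read for both dyes.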
# Pol beta inh = qHTS Assay for Inhibitors of DNA Polymerase Beta; P06746; Pol beta primer extension/strand displacement, fluorescence kinetic; Potency, µM (titrated, usually from 114 µM), inactives show at the top dose activity change, negative = inhibition, hits mostly inhibitors; 340,000 tested, 1.3% active; note: potency is the fitted concentration of half-maximal effect; % is set by controls: 0 for no effect and ±100 for the full control effect
#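 Enzyme-only controls used 10 nM Pol beta; buffer lacking enzyme served as negative control. Compound preincubated 15 min, then 50 nM substrate added; 0 and 10 min reads at room temperature.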
# Pol iota inh = qHTS for Inhibitors of Polymerase Iota; Potency, µM (series often up to 115 µM), without a hit: at the top dose activity, negative = inhibition, actives largely listed as inhibitors; Pol iota fluorescent replication assay, 10 min; 390,000 tested, 1% active; note: potency is the fitted concentration of half-maximal effect
#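 Fluorescent replication assay read twice, at 0 min and 10 min after adding 50 nM (final) substrate. Enzyme (10 nM) and compounds were first incubated 15 min at room temperature; enzyme-free buffer wells were negative controls.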
# TRHR agonist = qHTS for Small Molecule Agonists and Allosteric Enhancers of Human TRH Receptor: Primary Screen for Agonists; TRHR cells, calcium flux fluo-8, FDSS agonist mode; activation, % at 2 µM; 360,000 tested, 0.18% active; in the data active = activation above about 30%; note: 0% is about no effect
#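 Fluo-8-loaded TRHR cells; 10 s baseline, compound added, kinetic Ca2+ fluorescence read 1/s, agonist mode.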
# BLM inh = qHTS Assay for Inhibitors of Bloom's syndrome helicase (BLM) | RecQ-like DNA helicase BLM (Homo sapiens), P54132 | recombinant BLM DNA unwinding, fluorescence dequenching | Potency, µM (series often up to 56.1 µM), for inactives: at the top dose activity change, negative = inhibition, actives largely listed as inhibitors | 350,000 tested, 0.2% active | AID 2528, 2010;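 note: potency is the fitted concentration of half-maximal effect; plate controls were vehicle for no effect and no enzyme for full effect; nearly all actives have a fitted effect of over 35% in size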
# The depositor's hits bear a star; ? = inconclusive; / = no result given; [ ] = dose if it differs, or a comment. Unless noted, calls come from the whole dose curve; as a rule, active = well fitted curve in the direction sought with a large enough effect; inconclusive = small, poorly fitted or top-dose-only effect, or another doubt; inactive = no such curve, though single readings can be large; an effect the other way counts as inactive or inconclusive. These rows are one share of the data; count on the stated rates, not on these rows.
SMILES,Apoferritin bind,APEX1 inh,Pol kappa inh,12-LOX inh,ERG Ets-DNA blk,Pol beta inh,Pol iota inh,TRHR agonist,BLM inh
CC1CCCCN1S(=O)(=O)c1csc(C(N)=O)c1 (stereo not given),-7%,21%,-13%,11%,1%,33%,15%,0.5,-2%
CCOC(=O)CSc1n[nH]c(NC(C)=O)n1,-4%,-1%,-7%,0%,2%,29%,-10%,1.5,-2%
CC(/C=N\NC(=O)CN1CCN(Cc2ccccc2)CC1)=C\c1ccco1,-9%,17%,-16%,-6%,1%,6%,54%[activator],-1.2,-1%
COc1ccc(N=Cc2cc3c(cc2O)OC(N)=C(C#N)C3c2ccccc2)cc1 (stereo not given),61%[activator],6%,-4%,-30%,-7%,9%,0%,6.3,-5%
COC(=O)c1c(-c2cccs2)csc1NC(=O)COc1ccc(C)cc1,60%,/,-24%,-15%,1%,-19%,?,-0.1,-9%
Cc1cccc(OCC(=O)NCc2ccc3c(c2)CCN3C(=O)c2ccc(Cl)cc2)c1,0%,/,-1%[60.1 µM],-28%,1%,-10%,-12%,-0.6,-5%
COc1ccc(/C=N/NC(=O)CCSc2nc3ccccc3s2)cc1,-19%,-3%,-10%[60.1 µM],-9%,-4%,?,-5%,-1.5,-3%
COC(CNC(=O)c1cccc(-n2c(=S)[nH]c3cc(Cl)ccc3c2=O)c1)OC,-5%,18%,-18%,1.8µM*,3%,-8%,81%[activator],-0.4,2%
CCOC(=O)c1c(C)n(C)c2cc(CN(C)C)c(O)c(S(=O)(=O)c3ccccc3)c12,1%,5%,-1%,-13%,2%,-2%,-4%,0.0,-5%
CC1(C)OC2OC(C(=O)N/N=C/c3cc(Br)ccc3O)C3OC(C)(C)OC3C2O1 (stereo not given),74%[activator],1%,-9%,6%,0%,1%,7%,-0.9,1%
CSc1ncccc1C(=O)Nc1nc2ccc(F)cc2s1,-20%,?,4%,-10%,30%,10%,88%[activator],8.6,-9%
CCCCCCCOc1ccc(C(=O)Nc2cccnc2)cc1,?,11%,-1%,5%,-13%,-3%,7%,-0.1,-7%
Cc1[nH]n(-c2ccccc2)c(=O)c1N=Nc1ccc(C(=O)O)cc1,-5%,11%,-16%,?,-8%,82%,42%[activator],-0.6,-2%
Cc1cc(C)c2nc(NNC(=O)c3ccc(S(=O)(=O)N4CCCCC4)cc3)sc2c1,?,?,-8%,10µM*,0%,?,18%,0.1,-9%
O=C1CC(c2ccco2)Sc2ccccc2N1 (stereo not given),-4%,-3%,-15%,/,-7%,10%,38%[activator],0.6,-4%

# Some of the entries above, reformatted.
Compound | Apoferritin bind | APEX1 inh | Pol kappa inh | 12-LOX inh | ERG Ets-DNA blk | Pol beta inh | Pol iota inh | TRHR agonist | BLM inh
CC1CCCCN1S(=O)(=O)c1csc(C(N)=O)c1 (stereo not given) | -7% | 21% | -13% | 11% | 1% | 33% | 15% | 0.5 | -2%
CCOC(=O)CSc1n[nH]c(NC(C)=O)n1 | -4% | -1% | -7% | 0% | 2% | 29% | -10% | 1.5 | -2%
CC(/C=N\NC(=O)CN1CCN(Cc2ccccc2)CC1)=C\c1ccco1 | -9% | 17% | -16% | -6% | 1% | 6% | 54%[activator] | -1.2 | -1%
COc1ccc(N=Cc2cc3c(cc2O)OC(N)=C(C#N)C3c2ccccc2)cc1 (stereo not given) | 61%[activator] | 6% | -4% | -30% | -7% | 9% | 0% | 6.3 | -5%
COC(=O)c1c(-c2cccs2)csc1NC(=O)COc1ccc(C)cc1 | 60% | / | -24% | -15% | 1% | -19% | ? | -0.1 | -9%
Cc1cccc(OCC(=O)NCc2ccc3c(c2)CCN3C(=O)c2ccc(Cl)cc2)c1 | 0% | / | -1%[60.1 µM] | -28% | 1% | -10% | -12% | -0.6 | -5%
COc1ccc(/C=N/NC(=O)CCSc2nc3ccccc3s2)cc1 | -19% | -3% | -10%[60.1 µM] | -9% | -4% | ? | -5% | -1.5 | -3%
COC(CNC(=O)c1cccc(-n2c(=S)[nH]c3cc(Cl)ccc3c2=O)c1)OC | -5% | 18% | -18% | 1.8µM* | 3% | -8% | 81%[activator] | -0.4 | 2%

# (more compounds)
SMILES,Apoferritin bind,APEX1 inh,Pol kappa inh,12-LOX inh,ERG Ets-DNA blk,Pol beta inh,Pol iota inh,TRHR agonist,BLM inh
CCCCc1nc2cc(C(=O)N3CCNC(=O)C3CC(=O)OC)ccc2o1 (stereo not given),0%,-12%,-2%,0%,18%,15%,34%[activator],0.0,2%
CCOC(=O)c1c(C)c(C(=O)Nc2cc(OC)ccc2OC)c(C)n1CC,-7%,-6%,-28%,-5%,-3%,23%,-2%,-0.9,-4%
CCc1noc(C)c1C(=O)Nc1nc(-c2ccccc2)c(C(C)=O)s1,/,5%,-13%,?,2%,/,12%,-0.4,/
Cc1ccc(NS(=O)(=O)c2ccc(NC(=O)c3cccs3)cc2)cc1,-19%,-3%,-1%,284%[activator],4%,-9%,?,/,-4%
O=C1CSC(=S)N1/N=C/C=C/c1ccccc1,-12%,-7%,?,?,14%,28µM*,20µM*,0.2,-11%
CC(C)N1CCN(S(=O)(=O)c2ccc3ccccc3c2)CC1,-5%,-11%,7%,0.79µM*,19%,19%,21%,-0.6,3%
Cc1ccc(S(=O)(=O)Oc2cccc(N3C(=O)C4CC=CCC4C3=O)c2)cc1 (stereo not given),-13%,-1%,0%,0%,3%,-5%,-6%,-0.9,-3%
COc1ccc(-n2c(=O)c3c4c(sc3n(CC(=O)NCc3ccco3)c2=O)CCC4)c(OC)c1,-20%,5%,-13%,/,-3%,-4%,-7%,-0.4,-6%
CCOc1ccc2nc(SC3CC(=O)N(c4ccc(C)cc4)C3=O)sc2c1 (stereo not given),-7%,-4%,-6%,-1%,3%,30%,?,-2.0,2%
Cc1cccc(NC(=S)N(CCCN2CCOCC2)Cc2cn(C)c3ccccc23)c1,-6%,0%,-22%,7%,-12%,0%,11%,0.4,4%
O=C(CCNS(=O)(=O)c1cccs1)N1CCN(c2ccc(F)cc2)CC1,4%,7%[12.4 µM],-8%,?,-11%,10%,-9%,0.6,0%
COc1ccc(-n2nc3ccc(NS(C)(=O)=O)cc3n2)cc1Cl,8%,-7%,-4%,0%,-8%,1%,31%[activator],0.7,-4%
CCOC(=O)CC(NC(=O)Cc1ccccc1)c1ccccc1Cl (stereo not given),-12%,5%,-13%,1%,3%,12%,132%[activator],0.2,1%
CC(C)Cc1ccc(S(=O)(=O)Nc2cccnc2)cc1,-21%,11%,-6%,-10%,-14%,138%,-22%,0.3,-2%
O=C(O)c1cccc(CSc2nnc(-c3cccnc3)o2)c1,-9%,-9%,-10%,-8%,10%,42%,-17%,0.5,1%
COc1ccc(OCCNC(=O)C(Cc2c[nH]c3ccccc23)NC(C)=O)cc1 (stereo not given),-2%,-1%,-2%,-6%,-8%,-15%,?,0.0,-1%
Cc1nn(-c2ccccc2)c(C)c1/C=N/NC(=O)CSc1nnc(SCc2cccc3ccccc23)s1,3%,2%,-11%,-21%,5%,-12%,11%,0.3,-4%
O=C(Nc1cccnc1Cl)c1cccnc1Cl,-2%,15%,-4%,-19%,-10%,4%,22%,1.7,-2%
CC(C)Oc1cccc(C(=O)NC(=S)NCc2cccnc2)c1,-6%,-1%,-15%,-12%,5%,7%,2%,-2.1,-3%
Cc1ccc(-n2c(=O)c3c(c4cc(C)ccc4n3C)n(CC(=O)NCc3ccccc3)c2=O)cc1,77%[activator],/,-6%,?,-7%,0%,-11%,1.2,-4%
CCNC(=S)NNC(=O)Cn1nc(C)cc1C,-10%,-7%,-1%,11%,17%,21%,6%[58.9 µM],0.1,0%
CCCc1nnc(NC(=O)CCC(=O)N2CCC(Cc3ccccc3)CC2)s1,-3%,12%,-15%,13%,-1%,6%,-4%,-0.6,-1%
O=C(Nc1cccnc1)c1ccc(CN2CCc3ccccc3C2)cc1,-19%,-3%,-8%,0%,0%,-19%,27%,-0.1,-1%
Cc1ccccc1Cn1cc(S(=O)(=O)c2ccc(Cl)cc2)c(=O)c2cc3c(cc21)OCO3,-6%,/,-9%,?,2%,-16%,-2%,0.7,-5%
COc1cc(C(=O)OCc2cc(=O)oc3c(C)c(C)ccc23)ccc1OC(F)F,2%,5%,-3%,-3%,12%,-2%,114%[activator],0.2,-3%
Cc1cc2cc3c(N)[nH]nc3nc2cc1C,-19%,-4%,-6%,-8%,-1%,?,30%,0.5,2%
O=c1ccc(S(=O)(=O)N2CCCC2)c[nH]1,/,30%,-18%,389%[activator],5%,/,6%,/,/
O=C(OCC(=O)c1ccc[nH]1)c1ccc(C(F)(F)F)cc1,/,-21%,-6%,10%,3%,/,84%[activator],/,/
Cc1nn(CC(=O)NCCN2CCCCCC2)c(=O)c2nn(-c3ccccc3)c(C)c12,-25%,42%[activator],8%,-3%,-13%,2%,29%,0.0,-4%
CC(=O)Nc1ccc(-c2cc(C(=O)O)c3ccccc3n2)cc1,11%,4%,-17%,?,11%,9%,?,0.5,-4%
